Assay outcomes (PubChem)
3T3 cytotox = kills NIH 3T3 cells | NIH 3T3 viability, CellTiter-Glo ATP luminescence, 48-72 h | Potency, µM (titrated, usually from 96.7 µM), for the others: at the top dose activity change, negative = cytotoxicity, usual class: inhibitors | 94,000 compounds, 4.3% hits; further: potency means the concentration at half of the fitted maximal effect; nearly all actives have a fitted effect of over 55% in size
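First NIH 3T3 cells are plated at 400 cells/well; next compound is pinned in; then plates incubate 48 or 72 hr at 37 °C; finally CellTiter-Glo is added and luminescence read after 10 min.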
SNCA expr inhib = inhibitors of alpha-synuclein (SNCA) gene expression | 140,000 compounds, 0.17% hits | AID 1671194 | Potency, µM (highest dose often 57.2 µM), for inactives: at the top dose activity change, negative = inhibition, hits mostly inhibitors | HEK-293 SNCA-luciferase knock-in, luminescence, 24 h;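 further: potency means the concentration at half of the fitted maximal effect; plate controls were DMSO cells for no effect and cell-free wells for full effect; nearly all actives have a fitted effect of over 45% in size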
SNCA viab count = cell viability loss counter-screen; Potency, µM (titrated, usually from 57.1 µM), inactives show at the highest dose activity change, negative = cytotoxicity, hits mostly cytotoxic; AID 1671193; 150,000 compounds, 0.12% hits; HEK-293-SNCA-luc viability, GF-AFC fluorescence, 24 h;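 further: potency means the concentration at half of the fitted maximal effect; 0% = DMSO-treated cells and -100% = medium-only wells without cells; nearly all actives have a fitted effect of over 30% in size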
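Cytotoxicity counterscreen: after 24 h compound treatment of genome-edited SNCA-luciferase HEK-293 cells, live-cell protease substrate GF-AFC read by fluorescence after 30 min; activity scaled between DMSO (0%) and medium-only (-100%), curves Hill-fitted.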
GPT2 inh = GPT2 alanine aminotransferase inhibition | 100,000 compounds, 0.25% hits | Q8TD30 | Potency, µM (doses to about 57.7 µM), without a hit: at the highest dose activity change, negative = inhibition, actives largely listed as inhibitors | Recombinant GPT2, coupled pyruvate oxidase/HRP Amplex Red fluorescence | AID 1671188; further: potency means the concentration at half of the fitted maximal effect; nearly all actives have a fitted effect of over 60% in size; many of its hits are not listed in these tables
Target sequence (Q8TD30 whole entry, looked up): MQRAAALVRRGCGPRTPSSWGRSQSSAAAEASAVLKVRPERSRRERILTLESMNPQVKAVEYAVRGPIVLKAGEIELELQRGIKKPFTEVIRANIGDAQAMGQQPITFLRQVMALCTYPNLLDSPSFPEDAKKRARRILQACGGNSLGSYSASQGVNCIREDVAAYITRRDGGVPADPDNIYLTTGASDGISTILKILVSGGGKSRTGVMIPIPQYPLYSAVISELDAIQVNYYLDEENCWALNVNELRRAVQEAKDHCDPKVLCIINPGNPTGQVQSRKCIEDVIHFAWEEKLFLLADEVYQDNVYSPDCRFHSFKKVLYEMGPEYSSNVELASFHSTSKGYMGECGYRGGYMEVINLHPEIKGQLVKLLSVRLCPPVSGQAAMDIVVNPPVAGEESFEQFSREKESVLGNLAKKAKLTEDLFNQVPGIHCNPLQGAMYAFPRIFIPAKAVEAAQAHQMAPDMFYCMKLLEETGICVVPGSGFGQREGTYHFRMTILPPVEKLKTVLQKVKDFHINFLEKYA
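GPT2 10ng/uL, a-KG 250uM, L-Ala 2mM, HEPES pH7.5 + 0.0001% Tween; 30 min RT. Then Amplex mix (PO/HRP/ThPP), 30 min RT dark, fluorescence. AOA 50uM used as positive control.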
HEK cytotox = cytotoxic compounds in HEK 293 cells; 94,000 compounds, 6.6% hits; HEK 293 viability, ATP luminescence (CellTiter-Glo), 48-72 h; Potency, µM (series often up to 115 µM), for inactives: top-dose activity change, negative = cytotoxicity, most hits filed as inhibitors; further: potency means the concentration at half of the fitted maximal effect; nearly all actives have a fitted effect of over 60% in size
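Viability of HEK 293 cells, plated at 250 cells/well, was judged by cellular ATP after compound treatment for 48 or 72 hr. Luminescence was imaged 10 min after CellTiter-Glo addition at room temperature.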
IP6K1 inhibitor = inhibitors of human IP6K1; 140,000 compounds, 0.81% hits; activity change, % (series mostly up to about 58 µM); IP6K1 kinase, ADP-Glo luminescence, 2 h; stronger effect = lower value; AID 1645851; in the data active means activity change below about -25%
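ADP-Glo luminescence measures ADP made by human IP6K1 during a 2 h RT reaction with ATP/IP6 (mix at 1.3 mM/130 uM); top library doses 57.5 and 19.1 uM final.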
Luciferase inh = blocks purified firefly luciferase enzyme activity; P08659; purified P. pyralis luciferase, luminescence, biochemical; Potency, µM (titrated, usually from 115 µM), without a hit: at the highest dose activity change, negative = inhibition, hits mostly inhibitors; 76,000 compounds, 2.5% hits; further: potency means the concentration at half of the fitted maximal effect; nearly all actives have a fitted effect of over 65% in size
Target sequence (P08659 whole entry, looked up): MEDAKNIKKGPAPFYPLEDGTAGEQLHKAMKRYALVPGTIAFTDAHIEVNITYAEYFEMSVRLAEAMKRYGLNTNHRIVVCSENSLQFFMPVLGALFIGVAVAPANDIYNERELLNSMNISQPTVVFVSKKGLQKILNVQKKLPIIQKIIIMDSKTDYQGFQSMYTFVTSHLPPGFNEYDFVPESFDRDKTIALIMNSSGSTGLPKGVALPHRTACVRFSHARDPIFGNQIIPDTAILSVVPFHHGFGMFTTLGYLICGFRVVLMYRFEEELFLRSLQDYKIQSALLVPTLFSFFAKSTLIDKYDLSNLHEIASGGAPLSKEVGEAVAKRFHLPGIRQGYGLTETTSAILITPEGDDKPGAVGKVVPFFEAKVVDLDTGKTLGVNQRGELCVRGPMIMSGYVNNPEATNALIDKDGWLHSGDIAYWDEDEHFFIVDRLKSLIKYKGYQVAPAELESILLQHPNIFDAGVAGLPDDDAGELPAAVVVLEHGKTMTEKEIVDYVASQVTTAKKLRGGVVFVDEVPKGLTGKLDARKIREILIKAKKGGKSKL
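Inhibitors were tested against purified firefly luciferase in a biochemical, low-substrate format (both substrates at 10uM) and luminescence measured with a CCD imager.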
* marks the source's active call; other numbers are inactive results; i = inactive; ? = inconclusive; . = no result given; & = joins results of further samples; ! = repeats disagree; [ ] = another dose, or the depositor's remark. Unless noted, the call rests on the fitted dose curve; in most records, active means well fitted curve in the direction sought with a large enough effect; inconclusive means small, poorly fitted or top-dose-only effect, or another doubt; inactive means no such curve, though single readings can be large; an effect the other way counts as inactive or inconclusive. Unless noted, on the % scale 0 is the no-effect control and ±100 the full control effect. Only part of the results is shown; count on the stated rates, not on these rows.

smiles | SNCA viab count | 3T3 cytotox | GPT2 inh | SNCA expr inhib | Luciferase inh | HEK cytotox | IP6K1 inhibitor
Cc1cccn2c(=O)cc(COc3cccc(NC(=O)Nc4cccc(Cl)c4)c3)nc12 | -2% | . | . | -1% | . | . | -10
Cc1ccc(-c2csc(=Nc3ccc(F)cc3)n2Cc2ccc3c(c2)OCO3)cc1C | 26% | . | . | 80%[activator] | . | . | -36*
COc1ccc(OCCCn2c(C3CC(=O)N(c4ccc(F)cc4)C3)nc3ccccc32)cc1 (stereo not given) | ? | . | . | ? | . | . | -3
O=C(NCCCN1CCN(c2ccc(F)cc2)CC1)c1ccc2nc(Cc3ccccc3)oc2c1 | -17% | . | . | ? | . | . | -6
Cc1cnc(C(=O)N2CCC(N3C[C@H](O)C[C@H]3C(=O)NC3CCCCC3)CC2)cn1 | -10% | 1% | -4% | 3% | 6% | -5% | 0
COc1ccc(-c2ccc3c(c2)C(=O)N2CCN(C(=O)c4cccnc4)C[C@@H]2C(=O)N3)cc1 | 1% | -28% | -1% | 3% | 14% | -11% | -7
COc1cc(-n2c(=O)c3ccccc3n(Cc3cccc(Cl)c3)c2=O)cc(OC)c1OC | -6% | . | . | 6% | . | . | -17
COc1cccc(CNC(=O)c2[nH]c3cc(C)ccc3c2Sc2ccccc2)c1 | 5% | . | . | -6% | . | . | -1
COC[C@@H]1CCCN1c1ncnc2c1CN(C1CCNC1)C(=O)CN2C (stereo not given in full) | 1% | i | -7% | ? | . | 1% | -20
CN(C)c1ccc(C(=O)N2CCN(c3cc(-c4cccs4)[nH]n3)CC2)cc1 | -1% | ? | -10% | -13% | -14% | ? | 16
COC(=O)c1ccc2c(c1)nc1n2[C@@H](CNS(=O)(=O)c2ccccc2)COC1 | -3%[87.6 µM] | -23%[138 µM] | -9%[88.5 µM] | -19%[87.6 µM] | 12%[172 µM] | -24%[172 µM] | -8
Cc1oc(C(O)c2cccc(O)c2)nc1C(=O)Nc1ccccc1 (stereo not given) | -1%[87.6 µM] | -20%[138 µM] | -5%[88.5 µM] | -7%[87.6 µM] | ? | ? | 7
COc1ccccc1Nc1ccnc(N2CCCC(C(=O)NCCc3ccccc3F)C2)n1 (stereo not given) | -1%&-8%[12.5 µM] | ? | -10% | ? | . | 35µM*! | 13&-11
O=C(NCCn1ccn2nc(-c3ccc(F)cc3)cc2c1=O)c1cc(Cl)ccc1F | -3% | -18% | i | 41%[activator] | -8% | ? | -3
Fc1ccc(OCc2nc(C3CCCN3)no2)cc1 (stereo not given) | 13% | -14% | i | -20% | -2% | 3% | -6
C[C@@H](NC(=O)c1ccccc1)c1onc(-c2cccnc2)c1C(=O)O | 3%[87.6 µM] | -2%[138 µM] | -4%[88.5 µM] | 4%[87.6 µM] | -2%[172 µM] | i | 11
Fc1ccc(CCC2CCCN(Cc3nccs3)C2)cc1F (stereo not given) | 21% | ? | i | ? | -6% | ? | 5
Cn1nc(C(=O)N2CCCCCC2c2nnc(-c3ccccc3)o2)c2ccccc21 (stereo not given) | -21% | ? | 0% | 29% | 8% | ? | -11
O=C(C1CCN(S(=O)(=O)c2ccc(Br)s2)CC1)N1CCN(c2ccc(F)cc2)CC1 | 2% | . | . | 6% | . | . | 17
CC(=O)N1CCCC(C(=O)N2CCCC2c2nc3ccncc3[nH]2)C1 (stereo not given) | -5%[87.6 µM] | 2%[138 µM] | i | 6%[87.6 µM] | . | 0%[172 µM] | 2
CN1CC(=O)N(C2CCNCC2)Cc2c(NC3CCC3)ncnc21 | 2% | -13% | ? | 0% | . | -6% | -8
COc1cc(NC(=O)Cn2c(=O)n(CC3CCCO3)c(=O)c3cc(OC)c(OC)cc32)cc(OC)c1 (stereo not given) | -28% | . | . | -6% | . | . | -7
COc1ccccc1C(=O)N1CCc2nc(C3CC3)nc(-c3ccc(Cl)cc3)c2C1 | -9% | -23% | i | -23% | . | ? | -7
O=C(CN1C(=O)NC(c2ccc(Cl)cc2)C2=C1COC2=O)Nc1cccc(C(F)(F)F)c1 (stereo not given) | -19% | ? | i | ? | -22% | ? | 15
Cn1ncc2c(C(=O)NCCc3ccc(F)cc3)cc(-c3ccc(Cl)cc3)nc21 | -7% | -13% | i | 0% | . | ? | -13
COc1ccccc1C(=O)N1CC(Oc2ccc(-c3nc(C)no3)cc2)C1 | -6% | -17% | -3% | 14% | -8% | ? | 3
COc1ccc(S(=O)(=O)N(CCc2ccccc2)CC(=O)Nc2cc(Cl)ccc2C)cc1 | -14% | . | . | -4% | . | . | 5
Cc1ccc(NC(=O)Cn2ccn(Cc3ccc(Cl)cc3)c(=O)c2=O)cc1C | 0% | . | . | -36% | . | . | 4
COc1cc2c(C(=O)N3CCN(c4ccc(F)cc4)CC3)cn(CC(C)C)c(=O)c2cc1OC | -13% | . | . | -7% | . | . | -3
CN(Cc1ccccc1)C(=O)[C@H]1O[C@H](CCN2CCN(c3ccc(F)cc3)CC2)CC[C@@H]1O | -10% | i | 3% | 4% | 4% | ? | 4

Not a retest: an excerpt of the list.
smiles | SNCA viab count | 3T3 cytotox | GPT2 inh | SNCA expr inhib | Luciferase inh | HEK cytotox | IP6K1 inhibitor
Cn1ncc2c(C(=O)NCCc3ccc(F)cc3)cc(-c3ccc(Cl)cc3)nc21 | -7% | -13% | i | 0% | . | ? | -13
COc1ccccc1C(=O)N1CC(Oc2ccc(-c3nc(C)no3)cc2)C1 | -6% | -17% | -3% | 14% | -8% | ? | 3
COc1ccc(S(=O)(=O)N(CCc2ccccc2)CC(=O)Nc2cc(Cl)ccc2C)cc1 | -14% | . | . | -4% | . | . | 5

Going on with the list:
smiles | SNCA viab count | 3T3 cytotox | GPT2 inh | SNCA expr inhib | Luciferase inh | HEK cytotox | IP6K1 inhibitor
Cc1oc(-c2ccc(C(=O)Nc3cccc(C(F)(F)F)c3)cc2)nc1CSc1ccccc1 | -21% | . | . | ? | . | . | 25
COc1cccc(CNC(=O)CCC2CCN(C(=O)c3ccccc3)CC2)c1OC | 0% | -9% | i | 18% | 9% | 7% | 40
Cc1cnn(Cc2cc(C(=O)N3CC[C@@H](n4c(=O)n(C)c5cccnc54)C3)no2)c1 | 0% | -9% | 0% | -9% | . | 3% | -12
c1ccc2sc(CCCn3cc(-c4cncnc4)nn3)nc2c1 | 1% | -14% | i | 19% | 2% | 4% | -9
Cc1[nH]c2c(F)cccc2c1CC(=O)N1CCCC2(CC1)CN(C)C(=O)O2 (stereo not given) | -1% | -30% | 3% | 3% | 0% | -17% | 0
OC1CCN(c2ccnc(N3CC[C@@H](c4ccc5c(c4)OCO5)[C@H](O)C3)n2)CC1 | 1% | -22% | 2% | 2% | -8% | -18% | -4
O=C(NCC(c1ccc2c(c1)OCO2)N1CCOCC1)c1c(F)cccc1F (stereo not given) | -4% | . | . | 22% | . | . | -6
CCOCC(=O)Nc1ccc2ncnc(N3CCCCC3)c2c1 | -5% | -5% | i | -5% | -4% | ? | 9
CCCCNC(=O)c1cccc2c1CCN2S(=O)(=O)c1cccc(C)c1 | -10% | ? | i | -5% | 3% | ? | -13
Cc1ccc(OCc2nc(C3CCN(C(=O)Cc4cccc(F)c4)CC3)no2)cc1 | -5% | ? | -10% | ? | . | ? | -3
CSc1ccc(-c2cccc(C(=O)NCCNC(=O)c3ccc(C)cc3)c2)cc1 | 4%[12.5 µM] | ? | -8% | 11% | . | ? | 3
Cc1ccsc1-c1[nH]nc2ncc(-c3c(C)noc3C)nc12 | 7%[87.6 µM] | ? | 5%[88.5 µM] | 45%[activator][87.6 µM] | 6%[172 µM] | ? | 27
COc1ccc(-n2c(=O)c3ccccc3n(CC(=O)NCCc3ccc(OC)c(OC)c3)c2=O)cc1 | -30% | . | . | -16% | . | . | -3
CNC(=O)CN1C(=O)c2cccnc2Sc2ccccc21 | 1% | . | . | 3% | . | . | 2
COc1ccccc1N1CCN(C(=O)CC[C@]23CC[C@](C)(O)C[C@H]2C(C)(C)C[C@@H]3NC(=O)c2cccnc2)CC1 | -5% | -8% | -4% | 2% | 4% | ? | 1
COc1ccc(Nc2ccnc(N3CCC(NC(=O)c4ccccc4OC)CC3)n2)cc1 | 1%[12.5 µM] | ? | i | 6% | . | 50µM* | 8
CCOC(=O)c1c(NC(=O)CCCOc2ccc(C(C)(C)C)cc2)sc2c1CCC2 | -9% | . | . | 2% | . | . | -13
CCOC(=O)[C@@H]1CN(C(=O)C2CC2)[C@H]2c3cccc(F)c3O[C@@H]12 | . | -19% | . | . | . | ? | 11
CO[C@@H]1COCC[C@H]1NC(=O)CCCc1nc(-c2ccccc2C)no1 | 10% | 3% | -7% | 2% | -11% | 1% | 13
Cc1nc(C2(C)CCN(C(=O)CCc3cc(Cl)no3)CC2)no1 | -6% | -19% | 2% | -21% | -1% | -7% | -21
COc1ccc(CCC(=O)NCc2nc3cccnc3n2Cc2ccccc2)cc1 | -15% | . | . | -5% | . | . | 4
Cc1cnc(C)n1C1CCN(C(=O)CCC2CCCC2)CC1 | -22% | -29% | -6% | 14% | . | -26% | 19
CC(=O)Nc1cccc(C(=O)N2CCC(n3cc(-c4nc(C)no4)nn3)C2)c1 (stereo not given) | 4% | i | -2% | 27% | 11% | 14% | 1
Cc1nn(-c2ccc(C(C)(C)C)cc2)c(C)c1[C@@H]1C=C[C@@H](NC(=O)CCCC(=O)O)C1 | 1%[87.6 µM] | ? | -24%[88.5 µM] | 42%[activator][87.6 µM] | 22µM* | -24%[172 µM] | 26
O=C(C1CCC1)N1CCC(Cc2nncn2Cc2ccccc2)CC1 | -12% | -24% | 4% | -8% | . | -5% | 7
COc1ccc(C2=NOC3(CCN([S+](=O)([O-])c4cccs4)C3)C2)cc1 (stereo not given) | -17% | ? | i | 161%[activator] | 5.6µM* | ? | 3
O=C1COc2ccc(-c3cc(-c4ccc(F)cc4)c4c(n3)-c3cc(Cl)ccc3OC4)cc2N1 | 2% | . | . | -27% | . | . | 10
COc1ccc(-n2c(=O)c(C(=O)NCc3ccccc3F)nc3cccnc32)cc1 | 2% | -5% | 3% | 11% | . | i | 6
CCN(C)C(=O)Oc1cccc([C@H](C)N(C)C)c1 | -17% | . | -3% | 5% | . | . | 4
COc1ccc(C(=O)N2CCC3(CC2)N=C(c2ccc(C)cc2)NO3)cc1OC | -2% | 4% | -9% | -4% | -5% | -11% | 8
COCCC(=O)N1CCCCCC1CN1CCOCC1 (stereo not given) | -1% | 2% | ? | -2% | 13% | -4% | -5
